AHR act = AHR activators, primary screen, cell-based, luminescence, luciferase reporter, human. Aryl hydrocarbon receptor (Homo sapiens), P35869. AHR-responsive luciferase reporter cells. activation, % at 5 µM. actives 2.5% (n = 320,000). AID 2796, 2010; in the data active = activation above about 47%;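 also: 0% = vehicle wells and 100% = reference agonist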
RPL19A TOR yeast = RPL19A-GFP expression modulators in yeast, primary screen, cell-based, S. cerevisiae, multiplex flow cytometry, MLPCN; S. cerevisiae RPL19A-GFP strain, 3 h; hits give low values; percent response vs DMSO, % at 10 µM; actives 0.3% (n = 330,000); AID 2025, 2009;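 active = percent response vs DMSO below 50%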;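 also: median channel GFP fluorescence of the barcoded RPL19A-GFP strain; ratio of sample median GFP to plate DMSO average so 100% = DMSO; lower means less RPL19A-GFP as with rapamycin TOR inhibition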
EBNA-1 inh = EBNA-1 DNA-binding inhibitors, primary screen, biochemical, fluorescence polarization | actives 0.34% (n = 300,000) | inhibition, % at 14.8 µM; in the data active = inhibition above about 28%
MEP2 TOR yeast = modulators of MEP2-GFP levels in yeast, primary screen, S. cerevisiae, multiplex flow cytometry, MLPCN library; S. cerevisiae MEP2-GFP strain, 3 h; 100% = DMSO control level; GFP response vs DMSO, % at 10 µM; actives 0.51% (n = 330,000);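 active = GFP response versus DMSO above a set limit, roughly screen mean plus 3 SD, cut at about 180% in these data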;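 also: median GFP fluorescence of the barcode-gated MEP2-GFP cells per well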
LAP4 TOR yeast = modulators of LAP4-GFP expression in yeast, primary screen, S. cerevisiae, multiplex flow cytometry, MLPCN library. GFP response vs DMSO, % at 10 µM. 3 h; median GFP as percent of DMSO wells. actives 0.34% (n = 320,000). AID 2023, 2009;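 active = GFP response vs DMSO above a set limit, about the screen mean plus 3 SD, cut at about 150% in these data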
ZTA counter = blocks Epstein-Barr virus ZTA, an EBNA-1 counter-screen | P03206 | ZTA-DNA binding, fluorescence polarization | inhibition, % at 11 µM | actives 0.15% (n = 320,000); in the data active = inhibition above about 33%
procasp3 activ = activators of human procaspase-3 D3A mutant, primary screen, biochemical, absorbance, PC-3 D3A mutant, single concentration; Caspase-3 (Homo sapiens), P42574; AID 463141, 2010; actives 0.11% (n = 330,000); activation, % at 8.5 µM; recombinant procaspase-3 D3A, Ac-DEVD-pNA absorbance 405 nm;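 active = activation above the mean of all tested compounds plus 3 SD, cut at about 21% in these data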;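 also: 0% = DMSO alone and 100% = DMSO wells spiked with extra 5 µM PC-3 D3A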
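System: Procaspase-3 D3A mutant. Medium: Zinc-free 300 mM NaCl, 50 mM HEPES, 0.01% Triton X-100. Schedule: 1 h preincubation plus 2 h reaction at 25 °C. Measured by: 405 nm absorbance of p-nitroaniline, reads at 0 and 120 min. Read-out: percent activation relative to control range.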
proCasp7 act = procaspase-7 activators, primary screen, counter-screen for procaspase-3 activator project, biochemical, absorbance, HTS, human. Caspase-7 (Homo sapiens), P55210. recombinant procaspase-7, Ac-DEVD-pNA absorbance 405 nm; D23A/D198A/D206A triple mutant, cannot self-cleave; scale: DMSO 0, 5 µM enzyme 100. activation, % at 8.5 µM. actives 0.093% (n = 330,000);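 active = percent activation above the screen-wide mean plus 3 SD, cut at about 25% in these data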
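Assay system: Uncleavable procaspase-7 mutant enzyme / Input: 2 µM procaspase-7 mutant as dispensed / Dosing: single nominal 8.5 µM compound dose, 0.8% DMSO final / Timing: 1 h enzyme–compound preincubation and 2 h substrate reaction, both 25 °C / Detection: p-Nitroaniline absorbance at 405 nm, read at 0 and 120 min / Replication: singlicate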
The depositor's hits bear a star; nt = not tested or not shown.

nr	Compound	AHR act	RPL19A TOR yeast	EBNA-1 inh	MEP2 TOR yeast	LAP4 TOR yeast	ZTA counter	procasp3 activ	proCasp7 act
1	COc1ccc(NC(=O)CC2C(=O)NCCN2C(=O)c2ccc(N(C)C)cc2)cc1 (stereo unspecified)	0.6	94.9	0.3	89.0	95.6	1.6	-0.3	4.6
2	Cc1ccc(CSc2ccc(-c3ccco3)nn2)cc1	0.0	103.7	9.7	102.5	94.7	0.4	-4.0	-2.0
3	Cc1ccc(/C=C/C(=O)OCC(=O)Nc2ccccc2Sc2ccccc2)cc1	2.2	101.3	-6.8	101.6	94.9	1.4	7.6	-0.6
4	COc1ccc(OC)c(NC(=O)CSc2nnc(C3CCCCC3)n2-c2ccccc2)c1	8.1	99.5	0.6	100.1	90.5	-6.7	3.0	0.7
5	Cc1ccc([N+](=O)[O-])cc1NC(=O)C(C)Sc1nnc(C)n1CC1CCCO1 (stereo unspecified)	-1.2	100.2	3.7	101.8	95.8	-21.8	-0.3	5.0
6	O=C(c1ccc2nccnc2c1)N1CCN(c2ccccc2)CC1	0.8	108.2	-10.1	81.0	85.8	-4.8	-4.2	7.5
7	Cc1ccc(C(C)C)c(OCC(=O)Nn2c(C)nc3ccccc3c2=O)c1	6.0	98.6	-0.5	106.2	101.0	0.3	-3.5	6.9
8	C=CCN(CC=C)Cc1c(O)ccc2c1oc(=O)c1ccccc12	6.0	94.0	-5.5	95.4	101.0	18.0	-23.8	-23.6
9	O=C(Cn1ncc2c(=O)oc3ccccc3c21)N1CCCc2ccccc21	3.1	100.0	-6.2	109.0	99.8	-2.8	8.9	-0.3
10	CN(C)CCCNC(=S)NCc1ccc(Cl)cc1	2.1	104.7	-2.4	94.1	82.3	-6.0	0.0	1.9
11	O=C(CN1C(=O)C(=O)N(C2CCCC2)C1=O)Nc1ccc(N2CCOCC2)cc1	2.7	103.7	-14.7	110.6	108.3	-6.5	-4.5	-0.2
12	CC1(C)C([N+](=O)[O-])C(c2ccccc2O)NC(c2ccccc2O)C1[N+](=O)[O-] (stereo unspecified)	3.4	92.7	-3.2	92.6	96.0	4.7	-3.5	-9.5
13	CC1(C)Cc2ccccc2-c2nc(CN3CCOCC3)[nH]c(=O)c21	0.0	98.2	-17.8	107.1	105.5	9.7	-1.6	7.8
14	O=C(O)CCCC(=O)Nc1cc([N+](=O)[O-])ccc1O	3.4	93.0	-10.3	84.6	96.6	5.3	4.0	3.0
15	CCn1c(NCc2cc(OC)c(OC)c(OC)c2)nc2ccccc21	6.3	95.3	1.7	93.4	82.0	9.7	1.3	-5.7
16	CCOC(=O)C(C(=O)OCC)C(C#N)c1ccccc1 (stereo unspecified)	-1.9	105.2	4.7	87.5	103.0	8.2	-6.9	-4.5
17	Cc1ccccc1C(N)c1ccncc1 (stereo unspecified)	-1.4	95.2	-8.5	98.0	83.5	9.3	1.2	12.9
18	Cc1nc([N+](=O)[O-])c(Br)n1CC(=O)c1cccc([N+](=O)[O-])c1	-0.1	94.7	5.6	101.7	104.2	-9.3	6.9	-8.5
19	O=Cc1ccc(OC(=O)c2cccnc2)cc1	1.3	103.8	-0.5	99.1	92.1	-9.8	-2.1	-0.8
20	COC(=O)/C=C1/SC(=NC(=O)c2ccc(OC)cc2)NC1=O	1.6	99.4	-10.8	94.5	88.6	6.2	-12.2	-21.7

Complete entries, quoted from the list. Order of values: AHR act, RPL19A TOR yeast, EBNA-1 inh, MEP2 TOR yeast, LAP4 TOR yeast, ZTA counter, procasp3 activ, proCasp7 act
Profile of CCOC(=O)C(C(=O)OCC)C(C#N)c1ccccc1 (stereo unspecified) = -1.9, 105.2, 4.7, 87.5, 103.0, 8.2, -6.9, -4.5
Profile of Cc1ccc(/C=C/C(=O)OCC(=O)Nc2ccccc2Sc2ccccc2)cc1 = 2.2, 101.3, -6.8, 101.6, 94.9, 1.4, 7.6, -0.6
Profile of CN(C)CCCNC(=S)NCc1ccc(Cl)cc1 = 2.1, 104.7, -2.4, 94.1, 82.3, -6.0, 0.0, 1.9

Going on with the list.
nr	Compound	AHR act	RPL19A TOR yeast	EBNA-1 inh	MEP2 TOR yeast	LAP4 TOR yeast	ZTA counter	procasp3 activ	proCasp7 act
21	COCCNc1nc(C)cc(-c2cc(-c3ccc(Cl)cc3)on2)n1	6.0	99.7	5.8	103.2	115.9	-4.4	2.3	6.8
22	Cc1ccc(CCNC(=O)c2cc(C)nn2-c2ccccc2)cc1	16.6	103.0	3.5	98.8	96.2	-8.3	3.4	-6.2
23	Cc1ccc(/C(C#N)=C\c2ccc(N3CCOCC3)o2)cc1	-1.1	101.2	4.1	109.1	118.1	6.4	-13.9	-24.7
24	COc1ccc(NC(=O)CSc2nnc(-c3ccncc3)n2C)cc1	-6.7	98.1	-25.1	98.6	102.8	-3.8	-7.5	0.1
25	CNc1oc(-c2ccc(Cl)cc2)nc1P(=O)(c1ccccc1)c1ccccc1	-2.3	94.4	-5.9	96.8	90.1	18.9	2.1	-5.9
26	Cc1nn(C(C)C(=O)N2CCCC2)c(=O)c2nn(-c3ccccc3)c(C)c12 (stereo unspecified)	1.5	103.3	-0.9	97.5	104.8	9.6	-2.7	-9.8
27	COc1ccc(C)cc1NC(=O)c1ccc(S(=O)(=O)N2CCOCC2)cc1	4.5	100.1	-0.2	98.7	94.7	-13.2	-0.5	-1.7
28	CCSc1nc(-c2ccccc2)cc(=O)[nH]1	1.3	98.4	nt	110.7	112.0	0.7	7.2	8.9
29	COc1ccccc1NC(=O)C1CCN(S(=O)(=O)c2ccc3c(c2)NC(=O)C(C)S3)CC1 (stereo unspecified)	-5.3	108.0	7.2	118.5	98.5	3.2	3.4	-0.4
30	COc1cc(OC)cc(C(=O)N[C@H](C(=O)OCC(=O)Nc2ccc(C(C)C)cc2)C(C)C)c1	2.9	105.0	-0.6	105.2	93.3	4.5	-0.9	-4.2
31	CC(=O)Oc1c(-c2ccc(Br)o2)oc2ccccc2c1=O	15.1	94.9	-6.0	96.8	89.7	-14.0	26.5*	24.2
32	CCC(=O)Nc1nnc(-c2ccccn2)o1	1.5	106.1	0.2	111.9	104.3	2.0	3.7	2.7
33	CC(=O)OCC1=C(C(=O)O)N2C(=O)C(NC(=O)Cn3nc(C(F)F)c(Cl)c3C)C2SC1 (stereo unspecified)	0.7	96.6	-6.6	93.5	101.6	7.6	-11.7	-22.6
34	Cc1ccc(CNC(=O)CCC2CCCN(Cc3c(C)nn(C(C)C)c3C)C2)o1 (stereo unspecified)	2.6	108.1	0.8	109.1	95.5	-0.6	-5.5	0.7
35	O=C1CC(c2ccccc2)CC(O)=C1C=NCCN1CCOCC1 (stereo unspecified)	1.8	99.2	-1.0	101.0	95.8	2.2	5.0	-8.9
36	O=C(Nc1ccc2snnc2c1)N1CCCCC1	7.1	102.3	3.8	102.9	97.4	-14.1	6.9	11.9
37	Cc1ccc(F)cc1NC(=O)CSc1ncccn1	1.6	89.5	9.2	87.8	110.0	5.3	6.4	4.5
38	Cc1[nH]c(=O)c(C#N)cc1-c1ccccc1	-0.9	101.8	-9.5	102.0	105.8	-14.9	9.2	8.8
39	CCS(=O)(=O)N1CCN(c2ccccc2)CC1	1.6	88.3	-3.6	88.2	96.5	3.7	-1.6	12.4
40	Cn1c(N)c(C(=O)Nc2cccc(Cl)c2)c(=O)n(C)c1=O	25.0	100.3	12.1	106.1	108.2	-0.1	-0.9	6.4

(continued)
nr	Compound	AHR act	RPL19A TOR yeast	EBNA-1 inh	MEP2 TOR yeast	LAP4 TOR yeast	ZTA counter	procasp3 activ	proCasp7 act
41	CN(c1ccccc1C(=O)N1CCN(c2ccccc2)CC1)S(C)(=O)=O	1.0	90.6	9.1	93.1	88.0	-5.1	0.0	4.6
42	CCOC(=O)c1ccc(OCc2nc(-c3cccs3)no2)cc1	9.9	98.6	6.5	101.0	109.6	14.7	12.5	-1.5
43	Cc1ccc(S(=O)(=O)N(C)S(=O)(=O)c2ccc(C)cc2)cc1	0.0	105.3	-0.2	97.3	115.0	8.2	2.3	-13.1
44	Cc1ccc(NC(=O)CS(=O)CC(=O)N(CC(=O)NC2CCCC2)c2cccc(C)c2C)cc1 (stereo unspecified)	4.5	97.8	-8.1	92.8	98.9	-7.5	0.9	-4.9
45	COc1ccc(S(=O)(=O)N2CC(C)OC(C)C2)cc1C(=O)N1CCCCC1 (stereo unspecified)	4.1	100.8	-8.4	94.9	85.5	-8.7	4.8	-5.6
46	Cc1n[nH]c(C)c1S(=O)(=O)N1CCCC(C(=O)Nc2ccc(Br)cc2)C1 (stereo unspecified)	6.1	110.6	-6.4	113.0	112.2	-7.4	5.0	5.4
47	N#Cc1cc2c(nc1SCc1ccccc1)CCCC2=O	-1.5	101.1	12.9	112.9	90.6	-17.8	1.0	1.9
48	C/C(=N\NC(=O)c1cc(C)[nH]n1)c1ccc(-c2ccccc2)cc1	3.6	102.0	6.5	104.2	103.3	9.3	2.2	2.2
49	CC1(c2nnc(-c3ccncc3)o2)CC(c2cccnc2)=NO1 (stereo unspecified)	-2.9	98.4	3.5	90.5	121.1	-5.0	13.5	-1.4
50	COc1ccc(CCNC(=O)c2ccc(NC3=NC4CS(=O)(=O)CC4S3)cc2)cc1OC (stereo unspecified)	-0.4	100.0	6.8	116.4	100.2	18.8	10.5	-1.7
51	CCCC(=O)Nc1c2c(nn1-c1cccc(C)c1C)CS(=O)(=O)C2	14.2	94.0	9.3	94.7	89.9	12.3	-3.2	6.3
52	CCOC(=O)Cn1c(=O)c(-c2ccccc2N)nc2ccccc21	12.4	98.6	-0.6	108.9	104.2	9.5	-0.3	-4.4
53	Cc1nc2ccc(CCO)cc2s1	1.3	97.0	1.0	100.8	96.7	-8.0	4.9	0.3
54	Cc1sc2ncn(CC(=O)NCc3ccccc3)c(=O)c2c1C	3.9	100.1	-7.8	97.8	98.5	-2.1	-7.0	2.3
55	CC1=C(C(=O)Nc2cc(C(=O)N(C)Cc3ccccc3)ccc2C)SCCO1	1.7	88.8	-3.1	117.2	110.5	4.5	1.1	2.3
56	COc1ccc(Nc2nc3cc(C)ccc3cc2C#N)cc1	107.6*	105.8	15.0	111.9	107.3	8.7	9.0	11.9
57	Cc1cc(/C=C(\C#N)C(=O)NCc2cccs2)c(C)n1-c1ccccc1F	43.5	104.8	7.8	104.3	89.2	6.4	-5.0	7.3
58	O=C(CCn1c(=O)sc2ccccc21)NC1=NCCS1	-0.1	91.7	1.9	92.6	90.8	-2.1	6.7	10.4
59	CCN(c1ccc(OC)cc1)S(=O)(=O)c1ccc(-c2cc(C)no2)s1	1.4	94.7	-2.0	102.4	105.0	5.7	4.5	10.0
60	Cc1cc(NC(=O)CSc2ncc(C(=O)O)n2-c2ccc(F)cc2)no1	-1.0	106.1	nt	103.5	101.1	nt	-2.1	13.2
61	CSCCC(NS(=O)(=O)c1ccccc1F)C(=O)Nc1ccncc1 (stereo unspecified)	4.2	95.2	nt	96.3	97.1	-8.9	8.8	-0.3
62	CCOC(=O)c1c(NC(=O)CSc2nnc(CN3CCOCC3)n2C)sc2c1CCCC2	-2.8	96.2	6.3	99.8	nt	6.0	8.4	4.3

As entered above:
RPL19A TOR yeast, CC1=C(C(=O)Nc2cc(C(=O)N(C)Cc3ccccc3)ccc2C)SCCO1 → 88.8
procasp3 activ, COc1ccc(S(=O)(=O)N2CC(C)OC(C)C2)cc1C(=O)N1CCCCC1 (stereo unspecified) → 4.8
